Runt-CBFb FRET = inhibitors of human RUNX1 Runt domain binding to CBFb; inhibition, % at 20 µM; AID 1496; hit rate 0.46% among 220,000; Cerulean-Runt/Venus-CBFb FRET ratio 530/480, 1 h;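 active means inhibition over about 50% at 20 µM in the single-dose screen, limit read from the data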;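 further: 0% = DMSO wells and 100% = excess unlabeled CBFb competitor control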
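Assay system: Cerulean-Runt domain fusion protein, energy donor; Signal: fluorescence energy transfer, 422 nm excitation, 530/480 nm emission; Timing: 1 h compound exposure, room temperature; Control set: unlabeled CBFb; Medium: Tris buffer pH 7.5 with salts and BSA; Compound: single test concentration of 20 µM, 1% DMSO final; Probe or stimulus: Venus-CBFb 100 nM.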
NPY-Y2 PAM-ag = human NPY-Y2 potentiation or agonism, primary screen; P49146; cells expressing NPY-Y2, potentiator/agonist read-out; activation, % at 3.6 µM; hit rate 0.45% among 220,000; in the data active means activation above about 27%;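 further: cells stimulated with NPY near EC25 plus isoproterenol at EC100; 0% = vehicle plus submaximal agonist and 100% = vehicle plus saturating agonist; some results beyond the cut were filed as inactive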
p97 inhibitor = inhibitors of human p97 ATPase. P55072. recombinant p97 ATPase, Kinase-Glo ATP luminescence, 3 h. inhibition, % at 8 µM. hit rate 0.42% among 220,000; in the data active means inhibition above about 15%;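 further: 0% = DMSO vehicle and 100% = wells lacking enzyme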
Runt-SMMHC FRET = Runt domain-CBFb-SMMHC interaction inhibition; Cerulean-Runt/Venus-CBFb-SMMHC FRET ratio 530/480, 1 h; inhibition, % at 20 µM; hit rate 0.74% among 220,000; AID 1434;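 active means mean inhibition across duplicate retests at 20 µM reaching about 50%, limit read from the data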;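 further: 0% = DMSO wells and 100% = wells with excess untagged CBFb-SMMHC; inhibitors lower the FRET ratio by blocking Runt binding to CBFb-SMMHC; some results filed as inactive read as strong as hits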
Hck-Nef inh = inhibitors of human Hck kinase activated by Nef | P08631 | Recombinant Hck-YEEI plus Nef, Z-Lyte FRET kinase assay | hit rate 0.68% among 220,000 | AID 463187 | inhibition, % at 20 µM;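 active means Hck-Nef kinase inhibition above about 50%, limit read from the data; inactive means inhibition below that limit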;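 further: 0% = DMSO with Hck plus Nef and 100% = Hck alone without Nef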
Mdm2 ligase inh = inhibitors of human Mdm2 E3 ubiquitin ligase; signal enhancement, % at 5 µM; cell-based MDM2 ubiquitination luciferase reporter, 2 h; 0 = plate control, 100 = twice control, blank-subtracted; hit rate 0.11% among 210,000;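 active means signal enhancement of 30% or more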;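 further: luminescence tracks abundance of the self-degrading MDM2-luciferase fusion protein; higher signal means inhibition of MDM2 E3 ligase activity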
Target sequence (Q00987 whole entry, looked up, the tested form may be a part): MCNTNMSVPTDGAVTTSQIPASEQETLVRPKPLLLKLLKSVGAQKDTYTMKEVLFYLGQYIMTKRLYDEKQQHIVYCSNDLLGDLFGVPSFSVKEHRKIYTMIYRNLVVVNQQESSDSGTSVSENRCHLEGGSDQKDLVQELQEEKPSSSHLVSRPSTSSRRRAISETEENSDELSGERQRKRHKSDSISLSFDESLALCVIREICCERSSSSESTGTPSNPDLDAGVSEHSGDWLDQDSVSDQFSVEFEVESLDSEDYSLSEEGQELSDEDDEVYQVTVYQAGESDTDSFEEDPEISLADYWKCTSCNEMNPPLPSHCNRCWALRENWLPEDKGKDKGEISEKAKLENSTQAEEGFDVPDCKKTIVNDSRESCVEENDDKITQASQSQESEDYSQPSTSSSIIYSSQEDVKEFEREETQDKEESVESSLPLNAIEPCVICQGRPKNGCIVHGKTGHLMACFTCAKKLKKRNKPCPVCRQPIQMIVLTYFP
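Assay system: mammalian cells stably expressing self-ubiquitinating, self-degrading MDM2 E3–luciferase fusion. Quantity: 2000 cells in each well. Medium: DMEM culture medium. Compound dosing: single-point 5 µM. Timing: cell settling 4 h, compound treatment 2 h, both 37 °C. Technique: luciferase luminescence. Read-out basis: percent signal gain over controls, blank-subtracted. Benchmarks: plate controls and plate blanks.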
NPY1 pot ag = potentiates or activates human NPY-Y1 receptor; P25929; NPY-Y1 expressing cells, potentiator/agonist activation; activation, % at 3.6 µM; hit rate 0.37% among 220,000; in the data active means activation above about 33%, passing the limit was not always enough;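 further: cells stimulated with NPY at EC10 then isoproterenol at EC100; 0% = low agonist plus stimulus and 100% = saturating agonist plus stimulus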
Target sequence (P25929 whole entry, looked up): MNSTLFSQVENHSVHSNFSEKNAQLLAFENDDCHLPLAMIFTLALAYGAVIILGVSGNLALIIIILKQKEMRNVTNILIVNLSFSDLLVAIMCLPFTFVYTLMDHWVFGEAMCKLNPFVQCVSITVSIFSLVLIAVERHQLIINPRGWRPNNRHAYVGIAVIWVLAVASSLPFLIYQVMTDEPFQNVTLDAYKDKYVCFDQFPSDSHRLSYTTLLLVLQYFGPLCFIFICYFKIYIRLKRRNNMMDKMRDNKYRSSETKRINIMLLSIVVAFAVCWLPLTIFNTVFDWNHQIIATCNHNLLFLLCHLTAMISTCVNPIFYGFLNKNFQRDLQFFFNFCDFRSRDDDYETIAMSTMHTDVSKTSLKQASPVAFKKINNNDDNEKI
RBBP9 inh = blocks human serine hydrolase RBBP9; O75884; recombinant RBBP9, FP-Rh probe fluorescence polarization; inhibition, % at 7.94 µM; hit rate 0.2% among 220,000; AID 1515;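 active means inhibition above the campaign mean of all tested compounds plus 3 SD, cut at about 14% in these data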;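 further: plate controls were DMSO wells with RBBP9 for no effect and wells lacking RBBP9 protein for full effect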
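Test system: recombinant human RBBP9. Quantity: 2.5 µM RBBP9 dispensing solution, before mixing. Detection: FP readout at 525/598 nm. Reagent: Serine-hydrolase probe FP-Rh, 375 nM pre-mixing. Measure: % inhibition. Control set: DMSO-treated enzyme wells and wells lacking RBBP9. Buffer or medium: Tris-NaCl-Pluronic buffer, pH 8.0. Times: preincubation 30 min plus labeling 45 min at 25 °C.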
NPY Y1 blocker = antagonists of human neuropeptide Y receptor Y1. hit rate 1% among 200,000. HEK293-CNG Y1 cells, membrane potential fluorescence; NPY at EC95, then isoproterenol. inhibition, % at 3.6 µM. P25929. AID 1040;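 active means inhibition above the campaign mean inhibition of all tested compounds plus 3 SD, cut at about 20% in these data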;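 further: 0% = DMSO wells given NPY plus isoproterenol and 100% = isoproterenol alone without NPY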
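Assay system: HEK293 cells with Y1 receptor plus CNG channel | Probe or stimulus: NPY (25 nM), isoproterenol (1 µM), Ro 20-1724 (25 µM) | Timing: Compound incubation 1 h at room temperature, readout 45 min post-stimulation | Measured by: Membrane-potential fluorescent dye readout | Benchmarks: High control isoproterenol alone, low control NPY with isoproterenol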
Active calls of the source: *; . = not tested or not shown.

Second line of a record: NPY Y1 blocker, p97 inhibitor, Mdm2 ligase inh, Runt-SMMHC FRET, NPY-Y2 PAM-ag, Runt-CBFb FRET, NPY1 pot ag, Hck-Nef inh, RBBP9 inh
CC(C)CC1c2[nH]c3ccccc3c2CCN1C(=O)C1CCOCC1 (configuration not stated)
→ 1, -2, 7, -31, -16, -10, 9, -6, 2
CN(Cc1ccc(OCC(O)CN(C)Cc2ccccc2)cc1)Cc1nccn1C (configuration not stated)
→ ., 2, -58, -3, -31, 3, -1, 5, 0
C#CCN1C(=O)C(O)(CC(=O)c2cccc(OC)c2)c2ccccc21 (configuration not stated)
→ 4, 4, -11, -4, 3, 2, 15, 1, -5
Cc1ccc(-c2csc(NC(=O)c3cnccn3)n2)cc1C
→ -4, 2, 2, 0, 11, 1, 11, 10, -7
Cc1ccc(NC(=S)NNC(=O)c2nn(C)c(C)c2Cl)cc1
→ 3, 3, -8, 4, -9, 2, -13, -1, -10
Cc1ccc(CN=c2c([N+](=O)[O-])nn(-c3cccc(Cl)c3)n2O)cc1
→ 6, -3, -3, -2, -6, -2, -10, 27, -3
CCCCN(C)C(=O)c1nc2ccccn2c1CN1CCN(c2cnccn2)CC1
→ 2, 2, -41, -2, -16, 2, -10, 11, -5
Cc1cccc(OCCNC(=O)c2cncc(Br)c2)c1
→ 1, 2, -6, 0, -2, -1, -2, 9, -8
CCN(CC)CCSc1nc(O)c(C(C)C)c(=O)[nH]1
→ 2, -5, -13, -2, -16, 0, -5, -1, -2
Cn1c(-c2ccccc2)c[n+]2c1CCCCC2
→ 6, -2, -11, -3, -3, 0, -11, 20, -5
COc1ccc(C(=O)NC(=S)Nc2ccc3oc(=O)ccc3c2)cc1OC
→ 3, 1, 7, 8, -2, -2, 11, -1, -3
CS(=O)(=O)c1ccc(C(=O)OCC(=O)NC(=O)C2CCCCC2)cc1[N+](=O)[O-]
→ -8, 4, -4, -3, 10, 0, 25, 11, -8
CCOC(=O)c1c(C)nc2c(c1-c1ccc(OC)c(OC)c1)C(=O)c1ccccc1-2
→ 7, -4, -13, -113, -2, -5, -16, -1, -11
Cc1ncc(CO)c(/C=N/NC(=S)Nc2ccc(C(C)C)cc2)c1O
→ ., 6, ., 2, -2, 17, 18, 5, 4
C=CCN1C(=O)C(Cc2cccc(C)c2)SC1=Nc1ccc(C(=O)O)cc1 (configuration not stated)
→ -3, -1, -10, -4, 1, -2, 13, 2, -9
COc1cc(NC(=O)c2nccn2C)cc(C(=O)Nc2cccc(C(F)(F)F)c2)c1
→ ., ., 23, -7, ., -5, ., 19, .
Brc1cc2c(cc1Cn1c(-c3cncs3)nc3ccccc31)OCO2
→ 7, -1, -22, 3, -7, 2, -5, 10, -10
O=c1[nH]c2cc3c(cc2cc1C(c1nnnn1C1CCCC1)N1CCSCC1)OCCO3 (configuration not stated)
→ 9, -3, -16, -1, 9, 0, -3, 1, -8
CC(C)(C)c1ccc(S(=O)(=O)Nc2ccc3c(c2)COC3=O)cc1
→ 1, 0, -8, -2, 5, 1, 6, -1, -8
CCOC(=O)C1CCCN(c2nc3c(C)cccn3c(=O)c2/C=C(\C#N)C(=O)NCc2ccco2)C1 (configuration not stated)
→ ., 3, -10, 4, 32, 121*, -2, 8, 0
Cc1cccc(C)c1OCC(=O)N(Cc1ccc(N(C)C)cc1)C1CCS(=O)(=O)C1 (configuration not stated)
→ ., 3, -3, -1, -13, 5, -2, 10, -2
CON1C(=O)CN(C(C)=O)C1c1ccc(Cl)cc1Cl (configuration not stated)
→ 1, 6, -13, -2, 5, 1, 1, 3, 6
N#CCOc1nc(N2CCCC2)nc(N2CCCC2)n1
→ 0, 1, -9, 4, 10, 0, -2, 2, 3
Cc1cc(NC(=O)CCCn2nc([N+](=O)[O-])c(Cl)c2C)no1
→ 4, 5, 6, -2, 1, 2, -16, -1, 4
COc1ccc(-c2nc3c(n2O)CCCC3=O)cc1OC
→ 0, -4, -5, 3, 7, 0, 14, 0, -8
COc1ccc2c(-c3ccccc3)cc(SCC(=O)NC(N)=O)nc2c1
→ -3, 5, -12, -3, 6, -6, -6, 17, -12
O=C(Cc1ccc(Cl)cc1)N/N=C/c1cccs1
→ 5, -2, -8, -1, -2, 1, -5, -4, -2
O=C(Cn1nc(CNc2ccc(Cl)cc2)[n+]2c1CCCCC2)c1ccc(Cl)cc1
→ -3, 5, ., 1, -3, -1, -7, 2, -5
CCc1ccc(N2CN(CCc3ccccc3)CNC2=S)cc1
→ ., -2, -10, 4, 10, -2, 20, 6, -2
C=CCn1c(SCc2nc3sc(C(=O)O)c(C)c3c(=O)[nH]2)nnc1-c1ccc(F)cc1
→ 10, 6, -14, -15, -9, -4, -14, 3, -6
CCN(CC)C(=O)COc1ccc(/C(C)=N/Nc2ncc(Cl)cc2Cl)cc1
→ ., 2, 0, -1, 13, -3, -10, 9, 4
COC(=O)c1ccc(Cn2c(O)c(N=NC(N)=S)c3ccccc32)o1
→ ., 11, 1, -6, -20, 1, -3, 26, 8
CCOc1ccc2[nH]c(=O)c(C(c3nnnn3C3CCCCC3)N3CCN(C)CC3)cc2c1 (configuration not stated)
→ 5, 0, -18, -27, 4, -12, 13, 3, -1
C/C(=N\OCC(=O)Nc1ccc(F)c(F)c1F)c1cc2ccccc2o1
→ 8, 3, -12, 1, -2, 0, -4, 4, -8
NC(=S)N/N=C1\CCSc2ccc(Cl)cc21
→ ., 8, -11, 3, -3, 2, -1, 21, -8
O=C(NCCCNc1ccc(C(F)(F)F)cc1[N+](=O)[O-])c1ccc(F)cc1
→ -1, 0, 2, -11, -3, -3, -16, 5, 0
COC(=O)c1cc2occc2n1CC(=O)Nc1ccc(OC)c(OC)c1OC
→ 1, 5, -4, -1, 0, 2, 14, 8, 3
CC(C)(C)NC(=O)C(c1ccc(F)cc1)N(Cc1ccco1)C(=O)c1csnn1 (configuration not stated)
→ 2, -6, -20, 3, 1, -2, 5, 0, -6
CCCn1c(C)cc(C(=O)Cn2nnc3ccccc3c2=O)c1C
→ 2, 4, -31, 6, 7, 1, 0, 25, -8
CCc1ccc(NC(=O)COC(=O)CN2C(=O)COc3ccccc32)cc1
→ 0, -3, -8, -6, -12, 0, 5, 2, -4
Cc1ccc(S(=O)(=O)N(c2nc(NC(C)C)nc(NC(C)C)n2)n2cnnc2)cc1
→ 3, -5, 3, -1, -2, -3, -7, -2, 1
Clc1cccc(Nc2c3c(nc4ncnn24)CCC3)c1
→ 1, 3, 1, -1, -4, 54*, -6, 2, -3
CC(C)Cc1nc2n[nH]c(N)c2c2c1CCCC2
→ -4, 1, -15, 2, 4, 3, 20, 3, -4
Cc1ccc(-n2nnnc2SCC(=O)Nc2c(C)n(C)n(-c3ccccc3)c2=O)cc1
→ 6, 3, -8, 4, 0, 0, -20, 8, 2
COc1ccccc1OCCNc1cc(N2CCOCC2)ccc1[N+](=O)[O-]
→ -4, -3, 7, 5, 8, -1, 10, 4, -8

A section from the list above, for reference:
Second line of a record: NPY Y1 blocker, p97 inhibitor, Mdm2 ligase inh, Runt-SMMHC FRET, NPY-Y2 PAM-ag, Runt-CBFb FRET, NPY1 pot ag, Hck-Nef inh, RBBP9 inh
CC(C)CC1c2[nH]c3ccccc3c2CCN1C(=O)C1CCOCC1 (configuration not stated)
→ 1, -2, 7, -31, -16, -10, 9, -6, 2
CN(Cc1ccc(OCC(O)CN(C)Cc2ccccc2)cc1)Cc1nccn1C (configuration not stated)
→ ., 2, -58, -3, -31, 3, -1, 5, 0
C#CCN1C(=O)C(O)(CC(=O)c2cccc(OC)c2)c2ccccc21 (configuration not stated)
→ 4, 4, -11, -4, 3, 2, 15, 1, -5
Cc1ccc(-c2csc(NC(=O)c3cnccn3)n2)cc1C
→ -4, 2, 2, 0, 11, 1, 11, 10, -7
Cc1ccc(NC(=S)NNC(=O)c2nn(C)c(C)c2Cl)cc1
→ 3, 3, -8, 4, -9, 2, -13, -1, -10
Cc1ccc(CN=c2c([N+](=O)[O-])nn(-c3cccc(Cl)c3)n2O)cc1
→ 6, -3, -3, -2, -6, -2, -10, 27, -3
CCCCN(C)C(=O)c1nc2ccccn2c1CN1CCN(c2cnccn2)CC1
→ 2, 2, -41, -2, -16, 2, -10, 11, -5

The listing continues.
Second line of a record: NPY Y1 blocker, p97 inhibitor, Mdm2 ligase inh, Runt-SMMHC FRET, NPY-Y2 PAM-ag, Runt-CBFb FRET, NPY1 pot ag, Hck-Nef inh, RBBP9 inh
C=C(C)CSc1nnc([C@H](CCSC)NC(=O)OC(C)(C)C)o1
→ 16, -2, -14, -7, 9, -3, -3, 1, -1
CCN1C(=O)CC(N2CCN(c3cccc(OC)c3)CC2)C1=O (configuration not stated)
→ 7, 1, -5, -1, 3, -3, -5, -3, -8
COc1ccc(Nc2nc(OC)nc(N3CCN(c4ccc(OC)cc4)CC3)n2)cc1
→ 3, 5, -20, -3, 12, 2, -10, 1, -6
Cc1nc(-c2ccc3c(c2)CCC(=O)N3)cs1
→ ., 7, -15, -2, -4, 2, -15, 21, -8

From PubChem

Outcome played no part in choosing rows. About 3.5% of those tested had a hit in this group.
